Screening data: PubChem BioAssay, National Center for Advancing Translational Sciences (NCATS)
D3 antag: antagonists of human D3 dopamine receptor; max response, negative = inhibition, %; AID 652054; D3R cells, DiscoveRx beta-arrestin luminescence, antagonist mode; hits give low values; 360,000 tested, 2.5% active; in the data active = max response below about -50%; inconclusive = no clear call, values can overlap the other calls; note: % is set by controls: 0 for no effect and ±100 for the full control effect; mostly tested at two doses, the higher about 12 µM
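Cells expressing the human receptor were seeded at 1500 cells/well, incubated overnight at 37 degrees C in 5% CO2, then exposed to library compounds with dopamine controls for 90 minutes at 37 degrees C before luminescent detection.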
Abeta rescue: A-beta toxicity reversal in yeast; yeast expressing A-beta42, growth rescue, OD600, 48 h; response scale: 0% DMSO, 100% iron-clioquinol control; Potency, µM (series often up to 46.1 µM), for the others: at the highest dose growth rescue, most hits filed as activators; 410,000 tested, 0.063% active; AID 1347071; note: potency is the fitted concentration of half-maximal effect; nearly all actives have a fitted effect of over 55% in size
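Yeast growth medium received pinned compounds, then yeast cells expressing toxic A-beta were added; plates incubated at 30 C for 48 hr. Growth read as absorbance at 600 nm, normalized to DMSO and equimolar FeCl3 plus clioquinol controls.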
FUS yeast rescue: rescues growth of FUS-expressing yeast; S. cerevisiae FUS-expressing, growth rescue, OD600, 24 h; Potency, µM (highest dose often 76.6 µM), for the others: at the top dose growth rescue (activation), hits mostly activators; 390,000 tested, 0.24% active; AID 1347120;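 note: potency is the fitted concentration of half-maximal effect; plate controls were DMSO vehicle for no effect and reference control for full effect; nearly all actives have a fitted effect of over 55% in size; some results filed as inactive show a strong effect at the top dose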
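FUS-expressing yeast, raffinose-pregrown, induced in 2% galactose minimal medium at OD 0.005; compounds in a dilution series, 24hr at 30C. Growth restoration read as absorbance at 600 nm. CP55940 positive control, DMSO negative.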
GLP1R ag: GLP-1 receptor (human) agonism; P43220; HEK293 GLP-1R CRE-luciferase, luminescence, 4-6 h; cells express a hypersensitive GLP-1R form; Potency, µM (doses to about 45.6 µM), inactives show at the highest dose activation, usual class: activators; 380,000 tested, 0.007% active; AID 624172; note: potency is the fitted concentration of half-maximal effect; % of control where 0% means no effect
Target sequence (P43220 whole entry, looked up): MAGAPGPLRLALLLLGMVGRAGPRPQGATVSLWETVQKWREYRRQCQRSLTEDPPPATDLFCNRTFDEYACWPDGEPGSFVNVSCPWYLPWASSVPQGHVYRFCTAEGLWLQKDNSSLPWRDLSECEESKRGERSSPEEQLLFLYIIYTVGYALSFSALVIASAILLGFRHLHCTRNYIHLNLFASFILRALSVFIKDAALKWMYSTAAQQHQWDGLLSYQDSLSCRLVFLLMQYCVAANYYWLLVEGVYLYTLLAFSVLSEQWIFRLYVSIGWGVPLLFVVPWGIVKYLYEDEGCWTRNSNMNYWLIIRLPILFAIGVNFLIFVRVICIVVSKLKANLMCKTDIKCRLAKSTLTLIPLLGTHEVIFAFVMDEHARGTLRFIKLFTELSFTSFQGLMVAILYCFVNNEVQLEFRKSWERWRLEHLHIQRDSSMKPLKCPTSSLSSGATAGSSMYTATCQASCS
GLP1R inv ag: inverse agonists of human GLP-1 receptor; HEK293 GLP-1R CRE-luciferase, luminescence, 24 h; GLP-1R form is constitutively active; Potency, µM (series often up to 38.3 µM), for inactives: at the top dose activity change, negative = inhibition, hits mostly inhibitors; 410,000 tested, 1.6% active; note: potency is the fitted concentration of half-maximal effect; % is set by controls: 0 for no effect and ±100 for the full control effect; nearly all actives have a fitted effect of over 55% in size
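Constitutively active GLP-1R drives a cAMP-responsive luciferase in stably transfected HEK293 cells; test compounds are added after overnight (12 h) attachment and left 24 hr, and signal loss in luminescence marks inhibition.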
TDP43 rescue: inhibitors of TDP-43 toxicity in yeast; Potency, µM (doses to about 46.1 µM), for the others: at the highest dose growth rescue (activation), usual class: activators; AID 652104; TDP-43 expressing yeast growth rescue, BacTiter-Glo, 24 h; 410,000 tested, 1.8% active; note: potency is the fitted concentration of half-maximal effect; % of control where 0% means no effect; nearly all actives have a fitted effect of over 50% in size
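Yeast cells expressing TDP-43 under galactose induction are exposed to compounds for 24 hr at 30 deg C. BacTiter-Glo luminescence measures growth, so protective compounds score as activators.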
Akt phos inh: Akt phosphorylation inhibition | Neuro2A IGF-stimulated pAkt S473 HTRF, 20 min; hits give low values | activity change, % for hits at 50 µM | AID 651550 | 360,000 tested, 0.32% active; in the data active = activity change below about -80%; inconclusive = mostly about -51% to -80%; note: % is set by controls: 0 for no effect and ±100 for the full control effect
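Neuro2A cells (4,500/well, DMEM with 0.5% FBS) were treated with compound at a single 50 µM final concentration, stimulated with 6 nM IGF for 20 min at 37 °C, and lysed. Phospho-Akt Ser473 was read by HTRF as 665/615 ratio ×10^4.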
PTHR1 ag: PTHR1 (human) receptor agonism; Q03431; HEK293 GP2 PTHR1 cells, GloSensor cAMP luminescence, 1 h; Potency, µM (top dose mostly 115 µM), inactives show at the highest dose activation, actives largely listed as activators; 410,000 tested, 0.075% active; AID 743266; note: potency is the fitted concentration of half-maximal effect; nearly all actives have a fitted effect of over 55% in size; some results filed as inactive show a strong effect at the top dose; inactives centre near -15; many of its hits are not listed in these tables
Target sequence (Q03431 whole entry, looked up): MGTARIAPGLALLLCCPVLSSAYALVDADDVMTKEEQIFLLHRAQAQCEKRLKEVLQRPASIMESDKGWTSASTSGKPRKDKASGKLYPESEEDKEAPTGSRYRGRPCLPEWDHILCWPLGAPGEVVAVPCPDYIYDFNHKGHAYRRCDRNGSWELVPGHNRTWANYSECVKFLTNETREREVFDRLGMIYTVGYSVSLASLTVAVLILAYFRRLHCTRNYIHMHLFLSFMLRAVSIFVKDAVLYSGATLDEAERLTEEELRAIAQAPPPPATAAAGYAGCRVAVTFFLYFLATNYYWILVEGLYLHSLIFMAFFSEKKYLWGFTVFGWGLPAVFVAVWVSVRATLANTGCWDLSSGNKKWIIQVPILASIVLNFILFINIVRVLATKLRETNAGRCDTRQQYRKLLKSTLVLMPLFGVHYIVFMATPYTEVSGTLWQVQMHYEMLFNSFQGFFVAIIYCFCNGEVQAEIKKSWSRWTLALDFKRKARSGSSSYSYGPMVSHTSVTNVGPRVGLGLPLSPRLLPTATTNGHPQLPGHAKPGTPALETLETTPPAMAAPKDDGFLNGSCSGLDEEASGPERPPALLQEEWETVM
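HEK-293-derived GP2 cells expressing PTHR1 and a GloSensor cAMP reporter, 3,000/well, plated overnight, given luciferin plus IBMX (each 0.5 mM as added) for 1 h at 37 °C, then compound for 1 h at 37 °C. Luminescence was read after 15 min at room temperature.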
aSyn rescue: alpha-synuclein toxicity inhibition in yeast. Yeast expressing alpha-synuclein, growth rescue, BacTiter-Glo, 24 h. Potency, µM (series often up to 46.1 µM), for the others: at the highest dose growth rescue (activation), most hits filed as activators. 370,000 tested, 0.14% active. AID 652106; note: potency is the fitted concentration of half-maximal effect; % of control where 0% means no effect; nearly all actives have a fitted effect of over 65% in size
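Galactose-induced alpha-syn yeast (OD600=0.02, raffinose-pregrown) + pinned cpd, 24 hr, 30 deg C; growth by BacTiter-Glo luminescence. Growth restoration scores as activation.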
The depositor's hits bear a star; i = inactive; ? = inconclusive; . = no result given; & = joins results of further samples; [ ] = dose if it differs, or a comment. Unless noted, calls come from the whole dose curve; as a rule, active = well fitted curve in the direction sought with a large enough effect; inconclusive = small, poorly fitted or top-dose-only effect, or another doubt; inactive = no such curve, though single readings can be large; an effect the other way counts as inactive or inconclusive. Some of the compounds tested (hit frequency here may not be typical).

SMILES	D3 antag	Abeta rescue	FUS yeast rescue	GLP1R ag	GLP1R inv ag	TDP43 rescue	Akt phos inh	PTHR1 ag	aSyn rescue
CCOC(=O)c1cn[nH]c1NC(=S)Nc1ccc(OC)cc1	-6	19%	0%	6%	-34%	-4%[1.82 µM]	i	-35%	-8%
COC(=O)c1ccc(CN2CCC(Oc3cccc(C(=O)N4CCOCC4)c3)CC2)cc1	-9	3%	-7%	-1%	?	15%	i	-36%[inhibitor]	-2%
COc1ccccc1N1CCN(C2CC(=O)N(c3cccc(Cl)c3)C2=O)CC1 (stereo unspecified)	-14	19%	-5%	1%	2%	?	i	-28%	-13%
Cc1cc(C)c(NC(=O)c2ccc(S(=O)(=O)N(C)C)cc2)c(C)n1	-22	-13%	-6%	-4%	-1%	-22%	i	i	-1%
COc1ccc(CNC(=O)CN2C(=O)c3ccc([N+](=O)[O-])cc3C2=O)cc1	-3	-11%	7%	2%	-7%	17%	i	-59%[inhibitor]	4%
CC(C(=O)O)N1C(=O)CSc2ncccc21 (stereo unspecified)	5	-4%	-5%	-3%	4%	-17%	.	i	-2%
COC(=O)C1=C(\O)CCCC/C=C\1C(=O)O	2	-9%	.	-5%	22%	16%	i	-7%	-3%
Cn1c(CN2CCN(S(C)(=O)=O)CC2)nc2cc([N+](=O)[O-])ccc21	?	-13%	33%	8%	13%	-19%	i	-7%	-3%
Cc1c(C(=O)N2CCN(c3ccccn3)CC2)sc2ncnc(N3CCN(c4ccccc4)CC3)c12	10	2%	-2%	-4%	?	-2%	i	-13%	14%
O=C(COc1ccc([N+](=O)[O-])cc1Cl)NCCc1ccccc1	1	-2%	.	18%	16%	?	i	-25%	6%
Clc1ccc2c(NCc3ccccn3)ncnc2c1	0	11%	11%	3%	3%	12%	i	i	2%
Cc1nnc(NC(=O)CSc2nccn2-c2ccc(Cl)cc2)s1	.	-2%	12%	.	-6%	?	.	-53%[inhibitor]	.
CCOc1ccc(C2=CC(c3cc(Br)ccc3F)n3ncnc3N2)cc1Cl (stereo unspecified)	.	1%	21%	.	6%	35µM*	.	-7%	.
Cc1cccc(NC(=O)Cn2nc(-c3ccc(Cl)cc3)c3ccccc3c2=O)c1	.	4%	-5%	.	2%	22%	.	?	.
CSCCC(C(=O)NCc1ccccc1)n1c(C2CCN(C(C)=O)CC2)nc2ccccc21 (stereo unspecified)	2	5%	9%	.	-7%	7%	i	-27%	2%
COCC(C)NC(=O)c1ccc(-n2nc(C(F)(F)F)cc2-c2cccs2)cc1 (stereo unspecified)	19	1%	23%	-5%	?	22%	i	i	6%
Fc1ccccc1NC(=S)N1CCCCC1	5	0%	.	0%	-18%	14%	i	i	-6%
COc1ccc(C(=N/O)/C(=N/O)c2ccc(OC)cc2)cc1	8	2%	25%	4%	0%	-12%	.	-9%[57.5 µM]	1%
Cc1cc(C(=O)Nn2cnc3ccccc3c2=O)ccc1[N+](=O)[O-]	-9	-3%	-12%	1%	9%[7.66 µM]	22%[9.22 µM]	i	i	0%
O=C(O)CNS(=O)(=O)c1ccc2c(c1)C(=O)c1cc(S(=O)(=O)NCC(=O)O)ccc1-2	-7	13%	-1%	-1%	4%	9%	i	-25%	-1%
C=CCNC(=S)NCC	18	-13%	-23%	4%	8%	2%	i	-6%	-2%
CC(=O)Nc1ccc(NC(=O)COC(=O)c2ccc(C)s2)cc1	10	7%	24%	13%	7%	3%	i	i	0%
O=c1[nH]c(=O)n2ncnc2[nH]1	-6	-6%	-8%	-1%	4%	-5%	i	-6%	-9%
COc1ccc(NS(=O)(=O)c2cc(NC(=O)C3CC3)ccc2N2CCCCC2)cc1	-11	4%	?	13%	?	-17%[0.397 µM]	i	-14%	9%
CCOc1ccc(NC(=O)c2cc(OC)nc3ccccc23)cc1	-4	0%	-4%	20%	?	16%	i	i	-1%
COc1ccc(CC(=O)NNC(=S)Nc2ccccc2)cc1Br	24	-4%	14%	0%	-22%	19%	i	-25%[57.5 µM]	-1%
Cc1ccc2nc(-c3ccc(Cl)c(NC(=O)COc4cccc(C)c4C)c3)oc2c1	.	-18%	-13%	.	1%	23%	.	-13%	.
COCCNC(=S)N/N=C(\C)c1ccc(OC)cc1	8	?	0%	15%	?	?	i	-6%	-1%
CCOc1ccccc1CNC(=O)CN1C(=O)c2cccnc2Oc2ccc(Cl)cc21	.	6%	35%	.	?	5%	.	-12%	.
O=C(Nc1ccc(-c2nnco2)cc1)c1ccccc1	12	-7%	7%	18%	34%[activator]	2%	i	-20%	14%
CCOC(=O)c1sc(NC(=O)CSc2nnc(Cc3ccccc3)o2)c(C(=O)OCC)c1C	6	11%	27%	-7%	0%	-11%	i	-3%[57.5 µM]	8%
COc1ccc(NC(=O)N(C)C[C@@H]2OCc3cn(nn3)CCCC(=O)N([C@H](C)CO)C[C@H]2C)c(OC)c1	-2	7%	-4%	5%	-5%	11%	i	-21%	1%
Cc1cc(=O)oc2cc(OCC(=O)Nc3cccnc3)ccc12	12	2%	2%	17%	8%	-7%	i	i	-4%
Cc1ccc(S(=O)(=O)Oc2cccc(/C=N/Nc3ccc(C(=O)O)cc3)c2)cc1	-1	-3%	0%	5%	27%	0%	i	i	0%
Cn1c(=O)c2c(SCC(=O)NCc3ccco3)nc(-c3ccccc3Cl)nc2n(C)c1=O	16	-7%&-6%	29%&42%	-4%	-6%&1%	-11%&9%	i	-14%	1%
CCN(CC)c1ccc2c(Nc3ccccc3)c(C=O)c(=O)oc2c1	-21	-8%	-23%	-5%	8%	11%	i	-30%	-7%
Cc1cc(C)cc(NC(=O)CCCSc2nc3ccccc3[nH]2)c1	-7	-12%	1%	9%	?	-17%	i	-43%[inhibitor]	3%
COCCC1CCCCN1C(=O)c1ccc2nc(Cc3ccccc3F)oc2c1 (stereo unspecified)	-17	10%	?	3%	-17%	5%	i	-31%[inhibitor]	5%
Cc1ccc(C)c(NC(=O)c2cnc(N3CCCC3)nc2C)c1	.	-3%	-22%	.	8%	14µM*	.	i	.
Cc1cc(C)cc(NC(=S)NC2CC3CCCC(C2)N3C2CC2)c1 (stereo unspecified)	4	2%	4%	-4%	?	5%	i	11%	-2%
CC(C)(O)C(=O)N/N=C\c1ccc(OC/C=C/c2ccccc2)cc1	27	8%	-4%	-3%	7%	28%	i	i	25%
COc1ccc(N(Cc2cc3cccc(C)c3[nH]c2=O)S(=O)(=O)c2ccc(OC)cc2)cc1	4	10%	-7%	-3%	-23%	13%	i	-79%[inhibitor]	1%
Cc1c(C)c2cc(Cl)c(OCC(=O)NCCCn3ccnc3)cc2oc1=O	-8	-8%	-1%	7%	80%[activator]	?	i	i	-5%
COc1cccc(OCCSc2nnc3sc4ccccc4n23)c1	3	1%	15%	29%	23%	?	-112%*	i	9%
CCCNC(=O)C1(C)CCCN(C(=O)c2ccccc2OC)C1 (stereo unspecified)	-4	-19%	-33%	2%	19%	17%	i	-1%	-1%
CC1CCCN(C(=O)c2ccc(CSc3nc4ccncc4n3Cc3ccccc3)cc2)C1 (stereo unspecified)	.	-12%	5%	.	?	13%	.	-51%[inhibitor]	.
O=S1(=O)N=C(N/N=C/C=C/c2ccccc2)c2ccccc21	-17	10%	.	-12%	-5%	4%	i	-21%	0%
O=C(CNC(=S)NC(=O)c1ccc(F)cc1)c1ccccc1	3	4%	4%	0%	3%	12%	i	i	-4%
COc1ccc(NC(=O)Cn2nnc(C(=O)Nc3ccccc3C)c2N)cc1	-20	-6%	22%	3%	-4%	3%	i	i	-12%
Cc1cccc(CC2CC(=O)N(c3ncccn3)C2=O)c1 (stereo unspecified)	10	6%	-11%	-1%	-5%	-13%	i	4%	1%
COc1ccccc1N(CC(O)Cn1ccnc1C)S(=O)(=O)c1ccc(C)cc1 (stereo unspecified)	3	1%	7%	9%	-26%	-2%	i	11%	-5%
O=S(=O)(/C=C/c1ccccc1)NCCc1ccccn1	3	0%	17%	-7%	12%	18%	i	-24%[57.5 µM]	-5%
O=C(NCc1ccccc1)C1CCCN1S(=O)(=O)c1ccc(F)cc1 (stereo unspecified)	16	11%	1%	2%	5%	12%	i	i	9%
C[C@]12C=CC(=O)C=C1CCC1C2CC[C@@]2(C)C1CCC21OCCO1 (stereo partly specified)	13	6%	6%	8%	23%	-1%	i	-12%	1%
COc1ccc(S(=O)(=O)N2CCOCC2)cc1NC(=O)c1ccc(Cl)cc1	0	0%	15%	7%	19%	-3%	i	-51%[inhibitor]	0%
COC(=O)COc1ccc(C(=O)Cn2c(NCCCO)nc3ccccc32)cc1	-29	-10%	23%	0%	-8%	-9%	i	1%	-5%
COc1ccc([C@H]2CC(=O)C=C(c3cc(F)ccc3F)C2)cc1OC	25	0%	28%	?	17%	22µM*	i	-19%	7%

Reformatted: entries from further up
Molecule | D3 antag | Abeta rescue | FUS yeast rescue | GLP1R ag | GLP1R inv ag | TDP43 rescue | Akt phos inh | PTHR1 ag | aSyn rescue
Cc1cccc(CC2CC(=O)N(c3ncccn3)C2=O)c1 (stereo unspecified) | 10 | 6% | -11% | -1% | -5% | -13% | i | 4% | 1%
COc1ccc([C@H]2CC(=O)C=C(c3cc(F)ccc3F)C2)cc1OC | 25 | 0% | 28% | ? | 17% | 22µM* | i | -19% | 7%
COc1ccc(S(=O)(=O)N2CCOCC2)cc1NC(=O)c1ccc(Cl)cc1 | 0 | 0% | 15% | 7% | 19% | -3% | i | -51%[inhibitor] | 0%
